CHO parental Ca – counter-screen for OX1R antagonists: effect in parental CHO cells. inhibition, % at 5.6 µM. AID 463079. parental CHO-K1, ATP-induced calcium, Fluo-8 fluorescence. actives 0.63% (n = 330,000);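 active = inhibition above that plate's mean sample inhibition plus 3 SD, cut at about 26% in these data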;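 note: 0% = ATP-challenged DMSO wells and 100% = DMSO wells without ATP; some compounds past the cut are filed as inactive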
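test system = CHO parental line | reagent = ATP stimulus | measured by = intracellular calcium via Fluo-8 no-wash fluorescent dye | control set = ATP and no-ATP DMSO wells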
CHO-K1 Ca antag – M1 antagonist counterscreen hit in parental CHO-K1 cells. ATP-induced calcium, Fluo-8 fluorescence. inhibition, % at 3 µM. actives 0.6% (n = 360,000). AID 602250;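 active = inhibition above a per-plate cutoff, the plate's mean sample inhibition plus 3 SD, cut at about 24% in these data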;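 note: 0% = DMSO plus EC80 ATP and 100% = DMSO alone without ATP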
V1R ag counter – activates human V1a receptor in oxytocin agonist counter-screen; CHO-V1R cells, Fluo-8 calcium fluorescence, agonist mode; 0% DMSO, 100% 3 nM vasopressin; activation, % at 3 µM; actives 0.25% (n = 320,000);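 active = activation above the mean activation of all tested compounds plus 3 SD, per screening run, cut at about 20% in these data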;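 note: signal is peak over basal fluorescence ratio across a 100 second FLIPR read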
GPR7 antagonist – antagonists of human GPR7 (neuropeptides B/W receptor 1). P48145. GPR7-expressing cells, fluorescence antagonist assay. inhibition, % at 4.4 µM. actives 1.1% (n = 290,000); in the data active = inhibition above about 16%, passing the limit was not always enough;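 note: cells stimulated with the agonist NPW; 0% = agonist with vehicle and 100% = vehicle without agonist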
Target sequence (P48145 whole entry, looked up): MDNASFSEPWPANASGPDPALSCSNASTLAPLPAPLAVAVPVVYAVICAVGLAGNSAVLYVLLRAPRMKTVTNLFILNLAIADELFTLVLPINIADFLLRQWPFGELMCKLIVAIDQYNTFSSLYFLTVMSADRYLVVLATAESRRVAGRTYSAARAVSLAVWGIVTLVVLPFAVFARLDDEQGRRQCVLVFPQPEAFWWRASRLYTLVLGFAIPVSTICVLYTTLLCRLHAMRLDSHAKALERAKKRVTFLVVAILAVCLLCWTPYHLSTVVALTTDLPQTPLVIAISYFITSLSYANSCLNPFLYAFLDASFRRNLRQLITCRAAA
OXTR potentiator – human OXTR potentiation | P30559 | CHO-OTR cells, Fluo-8 calcium fluorescence, potentiator mode; 0% = oxytocin EC15, 100% = EC100 | activation, % at 3 µM | actives 0.061% (n = 320,000) | AID 2445;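 active = activation above that plate's cutoff, the mean activation of tested compounds plus 3 SD, cut at about 6.6% in these data, passing the limit was not always enough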;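 note: 100% uses oxytocin at 75 nM as the full agonist control; some results filed as inactive read as strong as hits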
Target sequence (P30559 whole entry, looked up): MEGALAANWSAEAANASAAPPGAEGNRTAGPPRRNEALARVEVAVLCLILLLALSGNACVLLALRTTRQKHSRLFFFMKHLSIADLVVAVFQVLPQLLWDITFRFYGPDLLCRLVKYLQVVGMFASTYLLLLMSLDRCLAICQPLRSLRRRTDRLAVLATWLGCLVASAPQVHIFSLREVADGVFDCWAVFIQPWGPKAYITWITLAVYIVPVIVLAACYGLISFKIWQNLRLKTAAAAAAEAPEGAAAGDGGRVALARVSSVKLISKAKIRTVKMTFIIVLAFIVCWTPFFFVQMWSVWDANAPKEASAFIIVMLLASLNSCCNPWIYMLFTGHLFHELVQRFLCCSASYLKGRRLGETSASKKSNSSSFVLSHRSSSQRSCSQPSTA
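Dosing: Single dose, 3.0 µM nominal final compound concentration | Material: Human OTR in CHO cells | Technique: Kinetic Fluo-8 calcium fluorescence | Benchmarks: EC15 oxytocin alone as 0%, 75 nM oxytocin as 100% | Probe or stimulus: Oxytocin at about EC15, sub-maximal agonist stimulus | Incubation: Compound 6 min at room temperature before oxytocin, 100 s read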
CHO-K1 Ca PAM – nonselective activator or artifact in parental CHO-K1 calcium assay; ATP EC20, Fluo-8 calcium fluorescence; 0% at ATP EC20, 100% at ATP max; activation, % at 3 µM; actives 0.02% (n = 360,000); AID 602247;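 active = activation above the run cutoff, the mean activation of all test compounds plus 3 SD, cut at about 40% in these data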;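 note: peak over basal fluorescence ratio in a 140 s read after ATP addition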
CHO-K1 Ca ag – M1 agonist counterscreen hit in parental CHO-K1 cells. activation, % at 3 µM. Fluo-8 calcium fluorescence; scaled to maximal ATP response, vehicle zero. AID 602248. actives 0.48% (n = 360,000); in the data active = activation above about 15%;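 note: untransfected CHO-K1 host cells lacking M1 receptor as counterscreen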
TAAR1 antagonist – human TAAR1 antagonism; Q96RJ0; CHO RD-HGA16 TAAR1, Fluo-8 calcium fluorescence, antagonist; inhibition, % at 3 µM; actives 1.5% (n = 360,000);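 active = inhibition above a per-plate cutoff, the mean inhibition of test compounds on that plate plus 3 SD, cut at about 49% in these data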;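 note: 0% = DMSO plus EC80 beta-PEA response and 100% = DMSO alone without agonist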
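Material: CHO RD-HGA16 cells bearing hTAAR1; compound dosing: one-point dosing, 3 µM nominal final; schedule: dye loading 75 min at 37 °C, then 30 min room temperature; measured by: calcium fluorescence with Fluo-8; control set: vehicle and agonist controls; replication: n of 1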
OXTR agonist – agonists of human oxytocin receptor | CHO-OTR cells, Fluo-8 calcium fluorescence; normalized: DMSO 0%, oxytocin 100% | activation, % at 3 µM | actives 0.32% (n = 320,000);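 active = activation above the mean of all tested compounds plus 3 SD, cutoff set per screening run, cut at about 20% in these data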;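 note: peak over basal fluorescence ratio from a 100 s FLIPR kinetic read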
Numbers without * were called inactive; . = no result given. Random draw from the library; about 3.5% have a hit in one of these screens.

SMILES | CHO parental Ca | CHO-K1 Ca antag | V1R ag counter | GPR7 antagonist | OXTR potentiator | CHO-K1 Ca PAM | CHO-K1 Ca ag | TAAR1 antagonist | OXTR agonist
COc1cccc(C(=O)Nc2ccc(NC(=O)C(C)C)nc2)c1 | -5 | 0 | 0.2 | -5 | 3 | 13 | 0.4 | -5 | -0.6
CCCC(=O)Nc1nnc(-c2ccccc2)o1 | -11 | -1 | 0.0 | -14 | -4 | 13 | -0.1 | 4 | 0.9
CC(=O)c1cccc(NC(=O)Nc2cccnc2)c1 | -16 | -5 | 2.1 | -11 | -8 | 17 | 1.3 | 7 | 1.3
c1cc(-c2nnc3n2CCCCC3)ccn1 | -7 | -11 | 0.1 | -15 | -3 | 7 | 0.1 | 18 | -0.6
CCOC(=O)c1cccc(NC(=O)c2cnccn2)c1 | -6 | -3 | -1.2 | -6 | -7 | 9 | 0.3 | -5 | -1.2
CCC(=O)Nc1sc2c(c1C#N)CC(C)(CC)OC2 (stereo unspecified) | 2 | -12 | -0.6 | -1 | -3 | 26 | 1.0 | -6 | 0.3
COc1cccc(NC(=O)CN(c2ccccc2OC)S(=O)(=O)c2cccs2)c1 | -16 | -13 | 2.4 | . | -8 | 11 | 2.1 | 29 | -1.3
Cc1ccc(NC(=O)NC2CCN(CC(=O)Nc3nccs3)CC2)cc1 | -11 | -10 | 3.0 | -23 | 1 | 12 | -0.6 | 6 | -0.4
CCn1nnnc1-c1ccc(OC)c(S(=O)(=O)Nc2ccccc2OC)c1 | . | -14 | . | . | . | 17 | 1.2 | -9 | .
O=c1c(C(c2ccccc2)c2c(O)sc3ccccc3c2=O)c(O)sc2ccccc12 | 6 | -11 | 2.3 | -8 | -9 | 11 | 6.5 | 17 | 1.4
CCOC(=O)c1sc(NC(=O)c2ccoc2C)c(C(N)=O)c1C | -10 | 3 | 0.7 | -17 | -3 | 9 | 0.6 | -11 | -0.5
COc1ccccc1-n1cc(CN2CCN(CC=C(C)C)C(CCO)C2)cn1 (stereo unspecified) | -16 | -6 | -0.6 | -16 | -2 | 2 | 0.1 | -12 | 0.2
CCOc1ccc(CN2CCC(n3nccc3NC(=O)CCCc3ccccc3)CC2)cc1 | -18 | -1 | 12 | 9 | -17 | 3 | 1.6 | -5 | 11
NC(=O)C1CCN(c2nc(-c3ccccc3)nc3ccccc23)CC1 | -12 | 2 | 3.4 | -13 | -2 | 14 | 1.8 | -8 | 1.1
OC(COc1ccccc1)CN1CCCC1 (stereo unspecified) | -1 | -13 | 0.9 | -15 | -4 | 20 | -0.2 | -9 | 1.1
CC(=O)c1cccc(NS(=O)(=O)c2cc(-c3cnc(C4CC4)o3)ccc2C)c1 | -31 | -11 | 5.9 | -18 | -13 | 0 | 11 | 24 | 5.2
O=C(c1ccccc1F)N1CCOCC1 | -10 | -11 | 1.0 | -6 | -13 | 8 | 0.0 | -14 | -1.4
CNc1cnc(-c2ccc(C(=O)N3CCOCC3)cc2)cn1 | . | -16 | . | . | . | 20 | 1.1 | -5 | .
CC(C(=O)Nc1cccc([N+](=O)[O-])c1)n1nnc2ccccc21 (stereo unspecified) | -3 | -1 | 3.4 | -1 | -11 | 12 | 0.9 | 12 | 3.5
CCO[C@H]1OC(C(=O)N2CCOCC2)=C[C@@H](c2coc3ccccc3c2=O)[C@@H]1CCCO | -4 | -7 | 0.4 | -15 | -3 | 3 | 0.8 | 4 | 0.0
COc1ccc(C(CNC(=O)c2cc3ccccc3cc2O)N2CCOCC2)cc1 (stereo unspecified) | -24 | 2 | 1.2 | . | -3 | 10 | 1.4 | 25 | 1.1
CCOC(CNC(=O)c1[nH]c(C(F)(F)F)nc1-c1ccccc1)OCC | . | -15 | . | . | . | 9 | 0.6 | -6 | .
COc1ccc(CCNC(=O)c2ccccc2NS(=O)(=O)c2c(F)cccc2F)cc1 | -4 | -6 | 9.1 | -15 | -4 | 5 | 2.8 | -6 | 4.2
Cc1ccc(C(=O)COC(=O)c2cn(-c3ccccc3)nc2-c2ccccc2)cc1[N+](=O)[O-] | 3 | -2 | 0.8 | -5 | -14 | 3 | 0.4 | -1 | -0.5
O=C(O)c1ccccc1-c1ccc(/C=c2\sc3nc4cc(Br)cnc4n3c2=O)o1 | -5 | 5 | 1.1 | 5 | 2 | 8 | -0.3 | . | 1.2

A few values from the list:
CHO parental Ca result of `CCOC(=O)c1cccc(NC(=O)c2cnccn2)c1` reads -6
CHO-K1 Ca PAM result of `O=c1c(C(c2ccccc2)c2c(O)sc3ccccc3c2=O)c(O)sc2ccccc12` reads 11
OXTR agonist result of `CC(=O)c1cccc(NS(=O)(=O)c2cc(-c3cnc(C4CC4)o3)ccc2C)c1` reads 5.2
CHO-K1 Ca ag result of `CCn1nnnc1-c1ccc(OC)c(S(=O)(=O)Nc2ccccc2OC)c1` reads 1.2
OXTR agonist result of `CCOc1ccc(CN2CCC(n3nccc3NC(=O)CCCc3ccccc3)CC2)cc1` reads 11
OXTR agonist result of `O=C(O)c1ccccc1-c1ccc(/C=c2\sc3nc4cc(Br)cnc4n3c2=O)o1` reads 1.2

Returning to the listing, starting 2 compounds before the break.
SMILES | CHO parental Ca | CHO-K1 Ca antag | V1R ag counter | GPR7 antagonist | OXTR potentiator | CHO-K1 Ca PAM | CHO-K1 Ca ag | TAAR1 antagonist | OXTR agonist
Cc1ccc(C(=O)COC(=O)c2cn(-c3ccccc3)nc2-c2ccccc2)cc1[N+](=O)[O-] | 3 | -2 | 0.8 | -5 | -14 | 3 | 0.4 | -1 | -0.5
O=C(O)c1ccccc1-c1ccc(/C=c2\sc3nc4cc(Br)cnc4n3c2=O)o1 | -5 | 5 | 1.1 | 5 | 2 | 8 | -0.3 | . | 1.2
C[C@@H]1CN([C@H](C)CO)C(=O)CCCn2nncc2CO[C@H]1CN(C)C(=O)c1cc(-c2ccccc2)on1 | . | 13 | . | . | . | -12 | -0.5 | -30 | .
Cc1cccc(OC(C)C(=O)Nc2ccccc2C(=O)N2CCCCC2)c1 (stereo unspecified) | -13 | 0 | -0.6 | -8 | -6 | 18 | 0.3 | -26 | -1.4
c1ccc(C[C@H]2CN=C(Nc3ccccc3)N2CCCC2CCCCC2)cc1 | -24 | 9 | 1.4 | . | -2 | -7 | -0.1 | -2 | 2.5
Cc1cc(C)c(C(O)c2ncc(-c3cccc(F)c3)[nH]2)c(C)c1 (stereo unspecified) | . | -5 | . | . | . | 13 | 10 | -27 | .
CC1(c2ccccc2)NC(=O)N(CC(=O)NCCC2=CCCCC2)C1=O (stereo unspecified) | -8 | -5 | 1.4 | -7 | -7 | 20 | 0.5 | 8 | -0.1
Cc1cccc(OCC(=O)N(Cc2ccc(N(C)C)cc2)C2CCS(=O)(=O)C2)c1 (stereo unspecified) | -16 | 4 | 5.8 | -14 | -8 | -12 | 0.3 | -5 | 0.3
O=C(C1=NOC2(C1)C(=O)N(Cc1ccccc1)c1ccccc12)N1CCOCC1 (stereo unspecified) | . | -29 | . | . | . | 19 | 3.0 | 1 | .
COCCCNC(=O)c1c(N)n(-c2ccc3c(c2)OCO3)c2nc3ccccc3nc12 | -15 | -4 | 2.0 | -11 | -17 | 9 | 1.1 | 35 | 2.6
CCOC(=O)C1=C(C)NC(=S)NC1/C=C/c1ccccc1 (stereo unspecified) | -17 | -11 | 0.1 | 11 | 0 | 14 | 0.7 | 4 | -2.4
CC(NC(=O)c1ccc(F)cc1)c1ccccc1 (stereo unspecified) | 7 | -6 | 0.1 | 0 | -13 | 10 | 0.7 | 6 | -0.9
COc1ccc(OC)c(NC(=O)Nc2cc(C(=O)O)ccc2C)c1 | -8 | -3 | -0.3 | -11 | -16 | 23 | 0.9 | 0 | -0.2
C=CCOc1cccc(C(=O)N2CCCC(Nc3ccc4c(c3)OCCO4)C2)c1 (stereo unspecified) | -15 | 57* | -0.1 | -3 | -7 | -11 | 0.6 | -7 | -1.1
CNC(=O)C(=O)NCC1OCCCN1S(=O)(=O)c1cccs1 (stereo unspecified) | -10 | -10 | -0.1 | -3 | -9 | 34 | 1.1 | 0 | 0.0
O=C(Cn1ncc2c(=O)oc3ccccc3c21)N1CCN(C(=O)c2ccco2)CC1 | -4 | -2 | 0.1 | -14 | -7 | 15 | 0.3 | -6 | 0.2
Cc1nc(N/N=C/c2ccccn2)sc1C | -14 | . | 0.2 | 0 | -7 | . | . | 8 | -0.4
COc1ccc(NC(=O)C(C)Sc2nnc3c4c(nc(-c5ccc(OC)cc5)n23)CC(C)(C)OC4)cc1 (stereo unspecified) | -16 | -1 | -0.8 | 6 | -8 | -1 | 0.2 | -7 | -0.3
COc1ccc(CCN=C(N)NS(=O)(=O)c2ccccc2)cc1 | -8 | -1 | -0.2 | 1 | -5 | 23 | 0.0 | -7 | -0.7
COc1ccc(N2CCN(C(=O)CCCN3C(=O)c4cccc5cccc(c45)C3=O)CC2)cc1 | -24 | 6 | 1.9 | -2 | -4 | 0 | 1.8 | 11 | -1.1
C[C@H](CO)N1C[C@H](C)[C@@H](CN(C)Cc2ccc(C(=O)O)cc2)Oc2c(NS(=O)(=O)c3cccs3)cccc2C1=O | -18 | -12 | 0.3 | . | -3 | 14 | 0.3 | -2 | 1.2
Nc1nc(NC(=O)c2ccc(Cl)cc2)nn1-c1ccccc1 | -2 | -14 | 0.2 | -6 | -2 | 15 | 1.1 | -4 | 0.1

From PubChem
